Screening results deposited in PubChem by Small Molecule Screening Facility, UW Madison.
SSB-PriA inh = inhibitors of Klebsiella pneumoniae PriA binding to SSB C-terminal tail, primary screen, biochemical, AlphaScreen | PriA–SSB C-terminal tail interaction (Klebsiella pneumoniae) | 430,000 compounds, 0.6% hits | inhibition, % at 33 µM | AID 1272365, 2023 | AlphaScreen SSBct-PriA binding, biotinylated peptide; in the data active = inhibition mostly above about 37%, no sharp cut-off; inactive = mostly below about 20%;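 also: plate controls were negative control peptide for no effect and reference peptide for full effect; strong numbers were not always called active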
Starred values were filed as active, the others as inactive; i = inactive; & = joins results of further samples. A portion of the library; the hit share may differ from the screen's.

SMILES | SSB-PriA inh
CCCc1cc(NCCc2ccc(OC)c(OC)c2)n2c(nc3ccccc32)c1C#N | -10.0
O=C(Oc1ccccc1[N+](=O)[O-])N(c1ccccc1)c1ccccc1 | 39.0*
Cc1ccc(-n2c(O)c(C=NN3CCCCC3c3cccnc3)c(=O)[nH]c2=S)cc1 (configuration not stated) | -4.9
CSc1ccc(-c2noc(CSc3nc(-c4ccccc4)cc(=O)[nH]3)n2)cc1 | -7.0
CN(C)c1ccc(CCNC(=O)C(=O)Nc2ccc3c(c2)OCCO3)cc1 | -4.0
Cc1nc(NC(=O)C2CN(c3ncnc4c3nnn4C)C2)sc1C | -12.0
COc1ccc(/C=C\C(=O)N2CCN(c3nc4cc(C)cc(C)c4s3)CC2)cc1OC | 3.0
COCCc1nnc(NC(=O)c2ccc(C(C)=O)cc2)o1 | -3.0
CCOc1ccc(-c2csc(-n3nc(C)cc3NC(=O)COc3ccccc3OC)n2)cc1 | 6.0
COc1ccc(S(=O)(=O)NCCc2ccccc2)c(C)c1C | -7.0
COc1ccc(NC(=O)CSc2ncnc3sc4c(c23)CCCCC4)cc1 | 2.0
COc1ccc(N2CC(CNS(=O)(=O)c3ccc(Cl)cc3)CC2=O)cc1 (configuration not stated) | 17.0
Cc1ccc(S(=O)(=O)N2CCN(CC(=O)N/N=C/c3ccccn3)CC2)cc1 | i
CN1CCc2cc(C(CNC(=O)C(=O)Nc3cc(F)ccc3F)N(C)C)ccc21 (configuration not stated) | 5.0
CCOc1ccc(C(=O)Nc2ccc(-c3csc(C)n3)cc2)cc1 | 0.0
Nc1cccc(Oc2ccccn2)c1 | -3.0
O=S(=O)(NCCOc1ccc2nnc(-c3cccc(F)c3)n2n1)c1cc(F)ccc1F | -2.0
Cc1nc(-c2ccc(S(=O)(=O)Nc3ccn4nccc4c3)cc2)co1 | 3.0
NC(=NOC(=O)Cc1ccccc1)c1ccc([N+](=O)[O-])cc1 | 16.6
Cn1c(-c2ccccn2)nn(CCNC(=O)CCC(=O)c2ccccc2)c1=O | -6.0
CCOc1ccc(C(O)=C2C(=O)C(=O)N(CCCn3ccnc3)C2c2cccs2)cc1Cl (configuration not stated) | 7.6
CCOC(=O)c1ccc(NC(=O)CSc2nnc(CNC(=O)c3c(F)cccc3Cl)n2-c2ccccc2)cc1 | -20.0
O=S(=O)(c1cccs1)N1CCC(Cn2c(COc3ccccc3)nc3ccccc32)CC1 | -11.0
COc1cc2c(cc1OC)CN(C(=O)CSc1ncnc3sc4c(c13)CC[C@H](C)C4)CC2 | -4.0
O=C(O)COc1ccc(C=NNC(=O)c2cccc3ccccc23)cc1 | -7.9
Cc1ccc(Oc2cccc(C(=O)N3CCN(c4ccc(-n5cccc5)nn4)CC3)c2)nn1 | -11.0
COc1ccc(NC(=O)C2COCC(=O)N2Cc2ccccc2)cc1Cl (configuration not stated) | -7.0
COc1ccc(-c2ccc(N3CCCC(C(=O)N4CCN(C(=O)c5ccco5)CC4)C3)nn2)cc1 (configuration not stated) | -6.0
CONC=C(C=Nc1ccc(Cl)cc1)c1ncc(C(F)(F)F)cc1Cl | -2.0
O=C(CCSc1ccc(F)cc1)Nc1cccc2c1C(=O)NC2=O | 5.0

Reformatted as tab-separated lines: entries from further up
canonical_smiles	SSB-PriA inh
O=S(=O)(c1cccs1)N1CCC(Cn2c(COc3ccccc3)nc3ccccc32)CC1	-11.0
COc1cc2c(cc1OC)CN(C(=O)CSc1ncnc3sc4c(c13)CC[C@H](C)C4)CC2	-4.0
O=C(O)COc1ccc(C=NNC(=O)c2cccc3ccccc23)cc1	-7.9
Cc1ccc(Oc2cccc(C(=O)N3CCN(c4ccc(-n5cccc5)nn4)CC3)c2)nn1	-11.0
COc1ccc(NC(=O)C2COCC(=O)N2Cc2ccccc2)cc1Cl (configuration not stated)	-7.0
COc1ccc(-c2ccc(N3CCCC(C(=O)N4CCN(C(=O)c5ccco5)CC4)C3)nn2)cc1 (configuration not stated)	-6.0

(cont.)
SMILES | SSB-PriA inh
CCOc1nn(CC)cc1C(=O)NCCCn1ccnc1 | -10.0
CC(=NS(=O)(=O)c1ccc(C)cc1)N1CCN(S(=O)(=O)c2ccccc2)C1 | 0.1
CCOC(=O)C1CCCN(c2nc3ccccc3nc2S(=O)(=O)Cc2ccc(Cl)cc2)C1 (configuration not stated) | -10.0&-7.0
NS(=O)(=O)c1ccc(CCNC(=O)[C@H]2CCCN(c3ccc(-c4ccc(F)cc4)nn3)C2)cc1 | -12.0
CC(O)(CNC(=O)c1ccno1)Cc1ccco1 (configuration not stated) | 2.0
Cc1nc2sccn2c(=O)c1NC(=O)COc1ccc(Cl)cc1 | -13.0
O=C(Cn1nnc2ccccc21)NCC1CCCN1c1nc2ccccc2o1 (configuration not stated) | 4.0
COc1ccc(-c2c3c(nc4sc(C(=O)Nc5ccc(Cl)cc5)c(N)c24)CC(C)(C)CC3=O)cc1 | -9.0
O=C(CCCS(=O)(=O)c1ccc(F)cc1)Nc1nnc(-c2cc3ccccc3o2)o1 | 22.0
Cc1ccccc1C(=O)NCCSc1c(-c2ccccc2)[nH]c2ccccc12 | 0.0&9.0
CC1(C)C(=O)NCCN1C(=O)C1CCCN(S(=O)(=O)c2cccs2)C1 (configuration not stated) | 7.0
Cc1ccc(NC(=O)N2CC[C@H](S(C)(=O)=O)C2)cc1C | -12.0
CCC(=O)N1CCN=C1SCc1ccc(Br)cc1 | -13.0
COc1ccc2oc(-c3csc(NC(=O)c4cccc(OC)c4OC)n3)cc2c1 | -14.0
COc1ccc2nc(-c3ccc(OC)c(NC(=O)c4c(F)cccc4Cl)c3)cn2n1 | -14.0
Cc1cc(O[C@H]2CCN(C(=O)c3cc4cc(F)ccc4s3)C2)cc(=O)n1C | 2.0
Oc1ccc(C=NNc2cc(N3CCOCC3)nc(N3CCOCC3)n2)cc1O | 18.6
CON(C)C(=O)C1CN(C(C)=O)C1 | -1.0
O=C1OC2(CCN(C(=O)c3cccc(Cl)c3)CC2)c2ccccc21 | -3.0
Cc1ccc(-n2c(C)cc(C=NNc3ccc([N+](=O)[O-])cn3)c2C)cc1 | 0.7
Cc1cc(C(=O)N(Cc2ccco2)c2nc3c(F)cc(F)cc3s2)no1 | -15.0
NC(=NOC(=O)c1cccs1)c1cccnc1 | -0.4
FC(F)(F)c1ccccc1C=Nn1c(C2CCCCC2)n[nH]c1=S | 0.6
O=C(NCCOc1ccccc1)N1CCC[C@H](c2nnc(C(F)(F)F)o2)C1 | -11.0
COc1cccc(C(=O)NCc2nn(C3CCCC3)c3c2CCCC3)c1OC | 6.0
O=C(O)c1ccc(N=Cc2ccccc2O)cc1 | 4.0
O=S(=O)(CCc1ccccc1)NCC(O)c1cccc2ccccc12 (configuration not stated) | -4.0
O=C(CN1CCC(C(=O)NCc2cccs2)CC1)Nc1ccc(F)cc1 | 1.0
O=c1ccc(-c2cccs2)nn1CCCNS(=O)(=O)c1ccc(Cl)c(Cl)c1 | -1.0
C=CCNC(=O)C(=O)Nc1ccc(N2CCCS2(=O)=O)cc1 | -20.0
COC(=O)C(NC(=O)COc1ccc2ccccc2c1)C(C)C (configuration not stated) | -5.0
Cc1cc(OC(=O)c2cccc([N+](=O)[O-])c2C)c([N+](=O)[O-])c(=O)[nH]1 | -11.0
CCCc1nnsc1C(=O)Nc1ccc2c(c1)N(S(C)(=O)=O)CCC2 | 4.0
COc1ccc(N(CC(=O)NN=Cc2ccccc2F)S(=O)(=O)c2ccccc2)cc1 | -1.7
O=C1C(=O)N(CC2CCCO2)C(c2ccco2)C1=C(O)c1ccc(F)cc1 (configuration not stated) | -2.8
Cn1ccc(C(=O)Nc2nc3c(Cl)ccc(Cl)c3s2)n1 | 9.0
CC(C)(Oc1ccc(Cl)cc1)C(=O)NCCn1ncc2c(=O)n(Cc3cccc(C(F)(F)F)c3)cnc21 | -15.0
S=C(c1ccc(-c2ccc(Br)cc2)o1)N1CCN(Cc2ccccc2)CC1 | 21.0
CCN(CC)CCN(C(=O)c1ccn(C)n1)c1nc2c(F)cccc2s1 | 1.0
O=C(Cn1cncn1)NN=Cc1ccccc1O | -2.9
COC(=O)c1sccc1S(=O)(=O)N1CC(n2ccnn2)C1 | -2.0
O=C(O)c1cc(C23CC4CC(CC(C4)C2)C3)ccc1O | -2.0
Cc1onc(-c2ccccc2Cl)c1C(=O)N1CCN(C(=O)[C@H]2C[C@@H]2c2cccs2)CC1 | -15.0
CC(Cn1nnc2ccccc21)=NOC(=O)c1c(F)cccc1F | -3.4
Cc1cc(C(=O)Nc2nc3cc4c(cc3s2)OCO4)no1 | -9.0
CC(=O)c1c(C)oc2ccc(N(C(=O)/C=C/c3ccccc3)S(=O)(=O)c3ccc(Cl)cc3)cc12 | -3.0
Cc1cc(C(=O)Nc2nc3c(s2)CN(S(=O)(=O)C2CC2)CC3)c(C)o1 | -19.0
CSc1ccccc1C(=O)N1CCS[C@H](c2ccccc2F)CC1 | -9.0
Cn1cc(NC(=O)N(CCO)CCO)c2ccccc21 | 7.0
O=C(Cn1c2c(c(=O)n(C3CCCCC3)c1=O)CCC2)NCc1ccc2c(c1)OCO2 | 18.0
Continuation.
SMILES | SSB-PriA inh
CN(C)c1ccc(C(CNC(=O)C(=O)NCc2ccc(F)cc2)N2CCOCC2)cc1 (configuration not stated) | 12.0
C/C(C=Nn1c(-c2cc(C)[nH]n2)n[nH]c1=S)=C\c1ccccc1 | 11.9
Cc1cccc(NC(=O)N2CCN(Cc3nc(-c4cccs4)cs3)CC2)c1 | 2.0
CC(=O)Nc1ccc(S(=O)(=O)N2CCC(c3nn(C)c(=O)n3C3CC3)CC2)cc1 | -7.0
O=c1ccc(-c2ccc3c(c2)OCO3)nn1Cc1nc(-c2ccc3c(c2)OCO3)no1 | -7.0
O=C(c1ccc(F)cc1F)N1CCN(CC(F)(F)F)CC1 | -8.0
CS(=O)(=O)OC1C=CS(=O)(=O)C1 (configuration not stated) | -9.0
O=C(O)c1ccc(C=NN2CCN(c3ccccc3)CC2)cc1 | 2.5
COc1ccc(CCN2CC3=C(C2=O)[C@@H](c2ccc(Cl)c(Cl)c2)NC(=O)N3)cc1 | 2.0
COc1ccccc1N1CCN(CCNC(=O)c2c(C)cc(C)cc2C)CC1 | -9.0&-6.0
O=S(=O)(N=C(Nc1cccc2ccccc12)c1ccccc1)c1ccccc1 | 3.6
CC(=O)N1CCN(C(=O)C(=O)NCCc2csc3nc(-c4ccc(F)cc4)nn23)CC1 | -23.0&7.0
CCn1nnc2c(SCC(=O)Nc3ccccc3C(F)(F)F)ncnc21 | -3.0
O=[N+]([O-])c1cccc(-n2cccc2C=NNc2nc(N3CCCCC3)nc(N3CCCCC3)n2)c1 | -4.6
CC1CN(c2ncnc3c2cnn3CCNC(=O)c2cccc(C(F)(F)F)c2)CC(C)O1 (configuration not stated) | -11.0&6.0
Cc1ccc(NC(=O)N2CCN(c3ccc4nnc(C5CC5)n4n3)CC2)cc1F | 2.0
O=C(Cc1ccccc1)Nc1nnc(-c2ccc(Br)cc2)o1 | 3.0
COc1cc(COCC2CCN(CC(=O)Nc3cccc(C)c3C)CC2)cc(OC)c1 | -19.0
Cn1cccc(C(=O)NCC[C@H](O)c2ccsc2)c1=O | -5.0
Cn1cnc(S(=O)(=O)N2CC(n3cc(-c4ccccc4)nn3)C2)c1 | -7.0
CCS(=O)(=O)c1ccc(C(=O)N=c2sc3cccc(Cl)c3n2C)cc1 | 9.0
O=C(CC1(O)C(=O)Nc2ccc(Cl)cc21)c1cccs1 (configuration not stated) | 3.0
Cc1ccc(-n2ncc3c(C4CC4)nn(CC(=O)N(C(C)C)C(C)C)c(=O)c32)c(C)c1 | -3.0
COCCN1CCC(CNC(=O)c2cnoc2C)CC1 | -7.0
CCOC(=O)CCC(=O)N1CCN(CCn2nc(C)cc2C)CC1 | -1.0
O=S(=O)(Cc1ccccc1Cl)NC[C@@](O)(c1ccccc1)C1CC1 | -11.0
Cn1cc(S(=O)(=O)NCC(O)c2cn(C)c3ccccc23)cn1 (configuration not stated) | -9.0
O=C(NCCn1nc(-c2ccc(Cl)cc2)ccc1=O)NCc1ccccc1 | 5.0
COc1ccc(C)c2sc(N(Cc3ccccn3)C(=O)CN3C(=O)c4ccccc4C3=O)nc12 | -10.0&7.0
O=C(Cn1nc2ccc(SCc3ccc(Cl)cc3)nn2c1=O)Nc1ccc(F)c(F)c1 | -6.0

Seven compounds drawn at random from the list so far:
SMILES | SSB-PriA inh
O=C(CC1(O)C(=O)Nc2ccc(Cl)cc21)c1cccs1 (configuration not stated) | 3.0
COCCN1CCC(CNC(=O)c2cnoc2C)CC1 | -7.0
CCOC(=O)CCC(=O)N1CCN(CCn2nc(C)cc2C)CC1 | -1.0
Cc1ccc(-n2ncc3c(C4CC4)nn(CC(=O)N(C(C)C)C(C)C)c(=O)c32)c(C)c1 | -3.0
COc1ccc(C)c2sc(N(Cc3ccccn3)C(=O)CN3C(=O)c4ccccc4C3=O)nc12 | -10.0&7.0
O=S(=O)(Cc1ccccc1Cl)NC[C@@](O)(c1ccccc1)C1CC1 | -11.0
CCS(=O)(=O)c1ccc(C(=O)N=c2sc3cccc(Cl)c3n2C)cc1 | 9.0

(list continues)
SMILES | SSB-PriA inh
CCCCc1ccc(N=C2NC(=O)/C(=C/c3ccc(OCC)c(OC)c3)S2)cc1 | -4.0
CC1(C)Cc2cccc(OCC(=O)N3CCCC(c4nnc(-c5ccccc5F)s4)C3)c2O1 (configuration not stated) | 5.0
CN(C)c1cccc(C(=O)N2CCC(CSC3=NCCS3)CC2)c1 | 33.0
Cc1nnsc1C(=O)NCCn1nc(-c2ccsc2)cc1C1CC1 | -8.0
Cc1cc(C(=O)Nc2cnn(CC3CCOCC3)c2)c(C)o1 | -11.0
Cc1noc(Cc2ccccc2NC(=O)NC(c2ccccc2)c2ccccc2)n1 | -4.0
CO[C@@](C)(CNC(=O)NCc1ccc(F)cc1)c1cccc(Cl)c1 | -17.0
NC(=O)C1CCN(C(=O)Cc2csc(SCc3ccc(Cl)cc3)n2)CC1 | -9.0
Cc1cc(NC(=O)C(=O)NCCc2ccc(N3CCCC3)cc2)no1 | -8.0
C=C(C)c1cccc(C(C)(C)NC(=O)NNC(=O)c2cccnc2)c1 | -2.0
COc1ccc(F)cc1S(=O)(=O)N1C2CCC1c1cncnc1C2 (configuration not stated) | -6.0
Cc1nn(C2CCS(=O)(=O)C2)c2nc(-c3ccccc3)cc(C(=O)Nc3ccccc3C(N)=O)c12 (configuration not stated) | 7.0
